tim23-1 inh: growth inhibitors of tim23-1 mutant yeast; S. cerevisiae tim23-1 growth, BacTiter-Glo luminescence, 24 h; inhibition, % at 20 µM; 330,000 tested, 1.3% active;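 active = growth inhibition of the mutant yeast at or above 50%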;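 note: temperature-sensitive mutant grown at 25 °C; plate controls were DMSO-treated mutant yeast for no effect and medium wells lacking yeast for full effect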
TIM10 inh: inhibits growth of TIM10 yeast strain; S. cerevisiae TIM10 strain growth, BacTiter-Glo luminescence, 24 h; inhibition, % at 10 µM; 330,000 tested, 1.4% active;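 active = inhibition of 40% or more at the single tested concentration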;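 note: wild-type TIM10 isogenic control strain grown at permissive 25 °C; 0% = DMSO yeast wells and 100% = minimal medium wells without yeast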
UPR CHOP act: apoptotic UPR (CHOP) activation; CHO-CHOP luciferase reporter, luminescence; percent of tunicamycin response over DMSO baseline; activation, % at 10 µM; 330,000 tested, 0.34% active;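 active = at 10 µM dose, activation of 40% or more, normalized to positive control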;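 note: 100% = tunicamycin at 10 µg/mL and 0% = DMSO alone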
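measured by = luciferase luminescence | assay system = CHO-CHOP cells, stable luciferase reporter of PERK-eIF2a-CHOP signalling | amount = 500 reporter cells seeded per well | timing = 6 h compound exposure at 37 °C after overnight seeding | controls = positive tunicamycin 10 µg/mL, negative DMSO alone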
Mdm2 MdmX PPI: disrupts the human Mdm2-MdmX interaction | AID 485346 | inhibition, % at 8 µM | 330,000 tested, 3% active | SaOS-2 split-luciferase Mdm2/MdmX complementation, luminescence;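 active = inhibition of at least 50% at 8 µM in the primary screen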
Target sequence (O15151 whole entry, looked up): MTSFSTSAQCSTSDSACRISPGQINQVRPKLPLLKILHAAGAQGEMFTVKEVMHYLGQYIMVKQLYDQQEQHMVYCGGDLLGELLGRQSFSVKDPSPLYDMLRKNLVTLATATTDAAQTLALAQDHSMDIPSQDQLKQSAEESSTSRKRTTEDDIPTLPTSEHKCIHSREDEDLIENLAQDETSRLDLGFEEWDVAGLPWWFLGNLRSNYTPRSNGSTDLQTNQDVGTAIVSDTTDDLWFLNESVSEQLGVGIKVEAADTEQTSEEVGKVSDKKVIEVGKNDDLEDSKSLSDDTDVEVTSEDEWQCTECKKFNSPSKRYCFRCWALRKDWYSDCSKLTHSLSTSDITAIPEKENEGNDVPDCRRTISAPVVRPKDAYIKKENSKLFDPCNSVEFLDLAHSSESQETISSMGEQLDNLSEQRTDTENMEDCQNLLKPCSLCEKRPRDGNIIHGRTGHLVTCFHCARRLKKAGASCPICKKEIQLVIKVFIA
Target sequence (Q00987 whole entry, looked up): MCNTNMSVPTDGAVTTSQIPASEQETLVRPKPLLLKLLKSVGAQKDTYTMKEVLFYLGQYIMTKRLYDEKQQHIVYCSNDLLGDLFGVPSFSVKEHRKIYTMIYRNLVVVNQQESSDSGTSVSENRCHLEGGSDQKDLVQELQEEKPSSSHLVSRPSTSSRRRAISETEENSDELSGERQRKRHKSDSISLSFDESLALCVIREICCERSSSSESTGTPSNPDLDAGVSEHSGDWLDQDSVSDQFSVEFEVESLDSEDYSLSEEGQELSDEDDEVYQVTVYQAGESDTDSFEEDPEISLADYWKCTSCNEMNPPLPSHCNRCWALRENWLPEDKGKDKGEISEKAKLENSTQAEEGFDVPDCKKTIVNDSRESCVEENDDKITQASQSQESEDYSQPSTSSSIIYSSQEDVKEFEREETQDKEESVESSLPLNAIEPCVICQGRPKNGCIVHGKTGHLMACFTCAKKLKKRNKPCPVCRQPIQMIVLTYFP
Jurkat NFkB inh: lowers PMA/ionomycin-induced NF-kB signal in Jurkat cells | PMA/ionomycin-induced NF-kB luciferase reporter, luminescence | inhibition, % at 4 µM | 330,000 tested, 0.53% active | AID 435003; in the data active = inhibition above about 50%
tim10-1 inh: inhibits growth of tim10-1 mutant yeast. inhibition, % at 20 µM. AID 463190. 330,000 tested, 2.2% active. S. cerevisiae tim10-1 ts strain growth, BacTiter-Glo, 24 h;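 active = inhibition of at least 40%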;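 note: mutant grown at 25 °C; 0% = DMSO wells with yeast and 100% = wells holding no yeast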
697 NFkB inh: lowers PMA/ionomycin-induced NF-kB signal in 697 B cells | 330,000 tested, 0.33% active | inhibition, % at 4 µM | 697 B-cell NF-kB luciferase reporter, 16 h | AID 435022; in the data active = inhibition above about 35%
UPR XBP1 act: activators of adaptive arm of unfolded protein response (XBP1). AID 463104. activation, % at 20 µM. CHO-XBP1 luciferase reporter, IRE1-XBP1 UPR activation, luminescence; percent of tunicamycin response, DMSO as zero. 330,000 tested, 0.33% active;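 active = versus positive control, 20 µM dose yields 30% or more activation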;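 note: 100% = tunicamycin at 10 µg/mL and 0% = DMSO only wells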
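Material: CHO-XBP1 cells stably carrying IRE1-XBP1-driven luciferase reporter | Medium: F12 with 10% serum | Compound dosing: 20 µM single concentration, DMSO 1% | Incubation: Overnight seeding at 37 °C, 6 h compound treatment at 37 °C | Detection: Steady-Glo luminescence read | Read-out basis: % activation of reporter signal versus tunicamycin and DMSO controls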
Active calls of the source: *.

Structure | Jurkat NFkB inh | tim23-1 inh | UPR CHOP act | Mdm2 MdmX PPI | tim10-1 inh | UPR XBP1 act | 697 NFkB inh | TIM10 inh
COc1ccc(S(=O)(=O)N2CCC(C(=O)N[C@@H](C)C(=O)NCc3ccc(F)cc3)CC2)cc1 | 10.6 | 16.3 | 0.1 | 12.6 | 12.2 | -2.2 | -2.6 | 1.4
CSC1=N/C(=C\c2ccc3c(c2)OCO3)C(=O)S1 | -10.0 | 15.1 | 1.3 | 17.7 | 6.3 | -3.0 | -42.1 | 2.8
COc1ccccc1-c1nc2ccccc2c(=O)n1NC(=O)c1cccs1 | -29.9 | 15.5 | 0.4 | -39.9 | 27.6 | -0.9 | -39.0 | 16.0
CCOC(=O)N1CCN(Cc2nc3ccc([N+](=O)[O-])cc3c(=O)n2-c2cccc(OC)c2)CC1 | 13.3 | 3.6 | -0.2 | 16.7 | 14.8 | -0.6 | -2.9 | 19.0
CCCNC(=O)NCCc1c(C)[nH]c2ccccc12 | 0.6 | 3.7 | -2.1 | -35.9 | 7.4 | -2.6 | 4.5 | -3.8
NC(=O)NC(=O)COC(=O)c1ccccc1Oc1ccccc1 | -14.6 | 0.6 | -3.5 | 4.8 | 0.3 | -0.2 | 11.3 | 0.0
C=CCOC(=O)C1=C(C)NC(=O)NC1c1ccc2c(c1)OCO2 (stereo unspecified) | 2.1 | -8.7 | -0.2 | 24.6 | -7.0 | -7.7 | 4.2 | -10.4
CCCCc1ccc(S(=O)(=O)NNC(=S)NCc2ccco2)cc1 | -1.6 | 13.4 | -2.4 | 14.3 | 30.8 | -2.3 | 20.0 | 13.5
O=C(NCC(=O)N1CCN(S(=O)(=O)c2ccccc2F)CC1)c1ccc2ccccc2c1 | -0.6 | 12.2 | -1.1 | 14.4 | 14.0 | -0.4 | 27.3 | -1.1
COc1ccccc1/C=C/C=N/NC(=O)Cc1cccs1 | -4.9 | 21.0 | 6.2 | -15.7 | 9.7 | -1.6 | -0.9 | 17.9
COc1ccc(OC)c(C(=O)CSc2nnc(Cc3cccs3)n2CCc2ccccc2)c1 | -1.8 | 35.8 | 1.4 | 26.2 | 32.0 | -1.3 | 7.5 | 33.2
COc1ccccc1CNC(=O)C(C)c1ccc([N+](=O)[O-])cc1 (stereo unspecified) | -3.2 | 10.1 | -1.8 | -10.6 | 11.5 | 2.2 | 1.8 | 10.0
CCOC(=O)c1ccc(NC(=O)COc2ccccc2CNCCc2ccccc2)cc1 | -17.1 | 4.4 | 0.8 | 62.8* | -2.9 | 0.8 | -6.9 | 6.5
CCCCNC(=O)c1ccc(SCC(=O)N(CC)CC)c([N+](=O)[O-])c1 | 0.0 | 7.5 | -0.9 | -16.7 | 20.9 | -1.5 | 9.1 | 10.9
O=S(=O)(NCC(c1cccnc1)N1CCN(c2ccc(F)cc2)CC1)c1cccs1 (stereo unspecified) | 3.6 | -87.5 | 3.0 | -13.4 | -20.1 | -2.4 | -45.7 | -39.1
CN(C)C1=NC[C@H](Cc2ccccc2)N1CC1CCCCC1 | 4.6 | 0.9 | -0.9 | 27.6 | -11.8 | 1.0 | 8.0 | -4.2
CC(=O)/C(N=Nc1ccc(C(=O)O)cc1[N+](=O)[O-])=C(\C)O | 5.6 | 2.7 | 0.5 | 6.3 | 15.1 | -2.4 | 4.9 | -3.2
CCS(=O)(=O)c1nc(S(=O)(=O)c2ccc(Cl)cc2)c(NCCCN2CCOCC2)s1 | 0.8 | -26.5 | -0.6 | 26.7 | 4.6 | -3.1 | 12.5 | -10.8
Cc1ccc(/C=N/NC(=O)CNC(=O)c2cccs2)o1 | 3.3 | 11.0 | 2.1 | 4.1 | 5.5 | -0.9 | 9.1 | 12.0
O=S(=O)(Nc1cccc(-c2nnco2)c1)c1ccc(Cl)cc1 | 9.3 | 25.2 | 0.0 | -16.9 | 3.6 | -1.8 | -30.8 | 10.4
COc1cc(O)c(C(CCN2CCN(c3ccccc3)CC2)c2ccc(N(C)C)cc2)c(OC)c1 (stereo unspecified) | 8.4 | 17.9 | -1.6 | 26.4 | 3.2 | 2.5 | 2.4 | 8.3
COc1ccc(-c2nc(SCC(=O)Nc3cccc(S(N)(=O)=O)c3)n[nH]2)cc1 | -9.9 | 14.9 | 11.7 | -3.5 | 3.0 | 1.1 | -2.2 | 7.0
NC(=O)CSc1nnc(-c2ccccn2)n1Cc1ccco1 | -9.3 | -0.5 | -1.1 | -5.3 | 9.5 | -0.7 | -13.7 | 5.3
CN(CCOc1ccc(F)cc1)Cc1ccccc1 | -1.6 | 8.8 | 2.9 | 9.5 | 7.3 | -1.4 | 12.1 | -13.2
CN(C(=O)c1ccno1)c1nnc(-c2ccccn2)s1 | -3.4 | 5.7 | 2.5 | -6.2 | 4.2 | 1.9 | -15.7 | -2.8
C=CCn1c(=O)c(C(=O)Nc2cccnc2)c(O)c2ccccc21 | 13.5 | 30.9 | 4.1 | 68.5* | 10.2 | -0.1 | 5.0 | 2.7
COc1cc(NC(=S)NC(=O)c2ccc(F)cc2)ccc1NC(=O)c1ccco1 | 7.4 | -0.6 | 4.4 | 25.7 | 1.5 | -0.9 | -12.0 | -7.4
COc1ccc(C(=O)N/N=C\c2coc3ccc(C)cc3c2=O)cc1 | 15.8 | 43.3 | 1.6 | 37.0 | 20.2 | 1.9 | -26.3 | 27.7
Cc1c(CC(=O)NCC(=O)O)c(=O)oc2cc3occ(-c4ccccc4)c3cc12 | 6.4 | 11.9 | -2.9 | 15.6 | 14.3 | -1.5 | 6.9 | -10.7
CCOC(=O)CSc1ccc(C(=O)NCCCN2CCOCC2)cc1[N+](=O)[O-] | 8.2 | -0.8 | 1.8 | 21.7 | 0.7 | 0.0 | -5.7 | 3.1

The list goes on (three carried over from the part before).
Structure | Jurkat NFkB inh | tim23-1 inh | UPR CHOP act | Mdm2 MdmX PPI | tim10-1 inh | UPR XBP1 act | 697 NFkB inh | TIM10 inh
COc1ccc(C(=O)N/N=C\c2coc3ccc(C)cc3c2=O)cc1 | 15.8 | 43.3 | 1.6 | 37.0 | 20.2 | 1.9 | -26.3 | 27.7
Cc1c(CC(=O)NCC(=O)O)c(=O)oc2cc3occ(-c4ccccc4)c3cc12 | 6.4 | 11.9 | -2.9 | 15.6 | 14.3 | -1.5 | 6.9 | -10.7
CCOC(=O)CSc1ccc(C(=O)NCCCN2CCOCC2)cc1[N+](=O)[O-] | 8.2 | -0.8 | 1.8 | 21.7 | 0.7 | 0.0 | -5.7 | 3.1
Cc1c2cnn(CC(=O)NCCCN3CC(C)CC(C)C3)c(=O)c2c(C)n1Cc1ccccc1Cl (stereo unspecified) | 4.0 | -2.7 | -0.3 | 19.6 | -1.1 | -1.1 | -38.8 | -5.2
C/C(=N/NC(=O)CSc1nc2ccccc2s1)c1ccncc1 | -24.3 | -33.1 | 0.7 | 19.0 | -32.8 | -0.2 | -20.0 | -8.5
COc1ccccc1Nc1ccncc1[N+](=O)[O-] | 6.9 | 1.6 | -3.6 | 27.0 | 9.9 | -3.3 | 13.6 | -14.6
O=C(c1ccccc1-n1cccn1)N1CCc2c([nH]c3ccccc23)C1c1ccccn1 (stereo unspecified) | -8.0 | 29.7 | 4.8 | 18.2 | 21.8 | -2.8 | -17.3 | 15.8
COc1ccc2nc(-c3ccccc3)nc(C3CCCCC3)c2c1 | 6.6 | 21.0 | -0.3 | -7.3 | 25.8 | -1.3 | 0.7 | 9.8
COc1cc(CO)ccc1OCC(=O)Nc1ccc(Br)cc1 | -32.6 | -2.5 | 8.7 | -6.9 | -11.1 | 1.3 | 17.3 | 4.0
Cc1ccc(S(=O)(=O)NCC(c2ccco2)N2CCc3ccccc32)cc1 (stereo unspecified) | 17.3 | 28.5 | 0.2 | 20.1 | 13.1 | -4.2 | 8.7 | -3.7
O=C(NCc1nc2ccccc2[nH]1)C1=C[C@@H](c2ccc(C(F)(F)F)cc2)C[C@@H](OCCCCO)O1 | 22.2 | -6.4 | 2.9 | 6.7 | 2.4 | -2.0 | -18.1 | -1.4
CCc1nnc(N/N=C/c2c(C)[nH]c3ccccc23)n1N | 3.2 | 10.0 | -2.3 | -8.9 | 11.5 | -0.9 | -2.7 | 2.7
COC(=O)NCC(c1ccco1)N1CCN(c2ccc(OC)cc2)CC1 (stereo unspecified) | -4.1 | 11.4 | -0.5 | -18.0 | -18.8 | -0.8 | -3.9 | -1.2
O=S(=O)(CCOc1ccccc1)c1nc2ccccc2[nH]1 | 1.1 | 18.3 | -0.4 | 47.5 | -1.5 | 0.3 | -4.0 | 11.3
COc1cc(C)c(S(=O)(=O)N2CCOCC2)cc1C(C)C | 9.9 | 42.9 | 0.5 | -2.4 | 26.1 | -4.7 | -3.6 | 31.2
CCOC(=O)CSc1nc2c(sc(=S)n2-c2ccccc2OC)c(=O)n1Cc1ccco1 | -0.7 | 25.5 | 0.3 | 12.3 | 29.2 | -0.5 | -19.7 | 14.5
O=C(N/C(=C\c1ccccc1)C(=O)N1CCOCC1)c1cccc(Br)c1 | -2.7 | 6.5 | -0.7 | 13.9 | 16.4 | -5.8 | 10.0 | -0.6
Cc1ccccc1-n1c(=O)cc(N2CCN(C(=O)c3ccco3)CC2)[nH]c1=O | -12.1 | 7.6 | -2.5 | -1.1 | 7.7 | -2.1 | 7.2 | -2.8
O=C(Nc1ccccc1)c1cc([N+](=O)[O-])ccc1NC1CCCCC1 | 1.2 | 27.6 | 4.2 | 32.4 | 15.0 | 6.9 | 2.4 | 19.9
CCOC(=O)c1c(C)oc2c1c1c(c3ccccc32)OCN(CCCC(=O)O)C1 | -69.1 | 14.2 | 3.9 | -186.9 | 5.1 | 2.9 | 17.5 | -4.7
COc1ccc(OCCNC(=O)C(Cc2c[nH]c3ccccc23)NC(C)=O)cc1 (stereo unspecified) | -15.8 | 0.5 | -0.6 | 0.4 | 9.2 | -1.6 | 6.9 | -4.9
CCOC(=O)CC(=O)c1cc(OC)c(OC)c(OC)c1 | -2.8 | 3.0 | -1.4 | -9.1 | 9.6 | 1.8 | -3.6 | -2.5
Cc1ccc(NC(=O)c2ncn[nH]2)cc1 | -9.2 | -8.6 | 1.7 | -10.2 | 3.5 | 3.0 | -10.1 | 9.2
C=CCC[C@@H](Cc1ccc(F)cc1)C(=O)OCCNC(=O)[C@@H](CC=C)CC(=O)N[C@H](CO)Cc1ccccc1 | 6.5 | 10.2 | -0.1 | -0.6 | 10.5 | 0.2 | -13.1 | 31.9
COc1ccccc1C(=O)Nc1ccc2oc(-c3ccc(F)cc3)nc2c1 | -32.7 | 6.8 | 7.5 | -17.2 | -6.6 | 5.2 | -45.3 | 16.6
NC(=O)CN1C(=O)C(=O)N(Cc2cccc(C(F)(F)F)c2)C1=O | -1.1 | 6.9 | -0.1 | -9.9 | -0.4 | 0.7 | -6.2 | -7.6
COc1ccccc1N1C(=O)[C@@H]2C(C(=O)CN3C(=O)c4ccccc4C3=O)=NN[C@@H]2C1=O | 3.2 | 4.7 | -1.9 | 5.8 | 5.6 | -2.1 | 9.6 | 3.3
COc1ccc(NC(=O)c2ccc(Br)o2)c([N+](=O)[O-])c1 | -21.6 | -1.9 | 3.3 | 8.8 | -2.8 | 9.2 | -23.4 | -5.8
O=S(=O)(c1ccc(Br)cc1)N1CCC(c2nc3ccccc3[nH]2)CC1 | 21.2 | 3.6 | -1.1 | 40.5 | -3.4 | 1.8 | 16.5 | 15.7

Bioassay records deposited in PubChem BioAssay by Sanford-Burnham Center for Chemical Genomics.
